High-throughput results as filed in PubChem BioAssay.
STK33 inh – human STK33 kinase inhibition; Q9BYT3; purified STK33, MBP phosphorylation, ADP-Glo luminescence; inhibition, % at 10 µM; hit rate 0.073% among 320,000; AID 2661;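 active means inhibition at or above 25%, using the most active replicate where run in duplicate; inactive means inhibition below 25%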
Target sequence (Q9BYT3 whole entry, looked up): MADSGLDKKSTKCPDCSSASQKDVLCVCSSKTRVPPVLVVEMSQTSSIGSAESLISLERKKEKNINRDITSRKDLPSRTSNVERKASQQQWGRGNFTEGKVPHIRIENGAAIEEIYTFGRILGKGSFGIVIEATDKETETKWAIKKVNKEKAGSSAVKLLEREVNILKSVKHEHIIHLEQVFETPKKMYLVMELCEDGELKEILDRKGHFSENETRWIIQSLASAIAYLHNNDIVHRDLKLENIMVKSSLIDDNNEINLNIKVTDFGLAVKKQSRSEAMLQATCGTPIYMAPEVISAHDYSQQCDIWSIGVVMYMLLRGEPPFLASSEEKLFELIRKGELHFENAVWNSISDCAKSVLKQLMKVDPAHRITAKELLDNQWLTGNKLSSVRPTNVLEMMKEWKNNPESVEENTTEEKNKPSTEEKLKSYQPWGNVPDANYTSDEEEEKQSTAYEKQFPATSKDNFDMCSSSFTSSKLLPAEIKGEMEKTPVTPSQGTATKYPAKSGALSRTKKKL
CHT PAM – allosteric activators of human choline transporter CHT | CHT-expressing cells, membrane potential dye, choline EC20; stronger effect = higher value; LV-AA mutant CHT in HEK293 cells | B-score at 10 µM | hit rate 0.49% among 310,000;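 active means initial fluorescence not abnormally high and integrated response B-score, plate-corrected, over 3 SD above library mean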
CHT block – inhibits the human high affinity choline transporter. B-score at 10 µM. Q9GZV3. CHT-expressing cells, membrane potential dye, choline response; stronger effect = lower value. hit rate 0.86% among 310,000;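 active means B-score over 3 SD under the library average, and starting fluorescence ratio not unusually high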;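 further: choline stimulus applied at its EC90 after an EC20 pre-addition; B-score computed on integrated fluorescence ratio after choline addition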
* = called active by the depositor.

Results for COC(=O)C1=C(C(=O)OC)[C@@H]2N(C)c3ccc(OC)cc3[C@@]23C[C@@H](C(=O)OC)N(C(=O)c2ccc(Br)cc2)C3=N1 ?
STK33 inh: -0.5; CHT PAM: inactive; CHT block: inactive

Results for CCOc1ccc(NC(=O)CSc2nccn2C)cc1 ?
STK33 inh: -0.8; CHT PAM: inactive; CHT block: inactive

How did CN1C(=O)C(C)(C)c2cc(S(=O)(=O)N3CCCC(C(=O)NCc4ccccc4Cl)C3)ccc21 (stereo not given) do in these assays?
STK33 inh: -0.6; CHT PAM: inactive; CHT block: inactive

Results for Cc1ccc(C(=O)CSc2nc(N)cc(=O)[nH]2)cc1C ?
STK33 inh: -0.1; CHT PAM: inactive; CHT block: inactive

What do the screens show for `COc1ccc(NCC(O)Cn2c(C)c(C)c3ccccc32)cc1` (stereo not given)?
STK33 inh: 0.0; CHT PAM: inactive; CHT block: inactive

How did O=c1[nH]c(=O)n(-c2ccccc2)c2c1C(C(F)(F)F)(C(F)(F)F)N=C(C1CCCCC1)N2 do in these assays?
STK33 inh: 0.2; CHT PAM: inactive; CHT block: inactive

What do the screens show for `CCOC(=O)N1CCN(C(=O)CCNS(=O)(=O)c2ccccc2)CC1`?
STK33 inh: -1.3; CHT PAM: inactive; CHT block: inactive

How did CC1CC(C)(C)NC(=S)N1CCCC(=O)Nc1ccc(F)cc1 (stereo not given) do in these assays?
STK33 inh: -1.7; CHT PAM: inactive; CHT block: inactive

How did COc1ccc(-n2nc3c(c2NC(C)=O)CS(=O)(=O)C3)cc1 do in these assays?
STK33 inh: -1.2; CHT PAM: inactive; CHT block: inactive

What do the screens show for `COc1ccccc1-n1c(SCc2cc(=O)oc3cc(O)ccc23)nc2ccccc2c1=O`?
STK33 inh: 0.3; CHT PAM: inactive; CHT block: inactive

What do the screens show for `Cc1ccc(CNC(=O)CCC(=O)Nc2nnc(C)s2)cc1`?
STK33 inh: -0.9; CHT PAM: inactive; CHT block: inactive

Results for C=C(C)C(=O)Nc1cccc(C2=NOC3(C2)C[C@@H](C(N)=O)N(C(=O)c2ccc(OC)cc2)C3)c1 (stereo not given in full) ?
STK33 inh: -0.4; CHT PAM: inactive; CHT block: inactive

What do the screens show for `CC(=O)Nc1ccc(S(=O)(=O)NCc2nc(-c3ccccc3C)no2)cc1`?
STK33 inh: 0.1; CHT PAM: inactive; CHT block: inactive

How did CC1CCc2c(sc3c2C2=NS(=O)(=O)CCN2C=N3)C1 (stereo not given) do in these assays?
STK33 inh: -0.6; CHT PAM: inactive; CHT block: inactive

What do the screens show for `COc1ccc(OC)c(C2CC(=O)N3CN(c4ccccc4F)CSC3=C2C#N)c1` (stereo not given)?
STK33 inh: 0.7; CHT PAM: inactive; CHT block: inactive

How did COC(=O)c1c(-c2ccccc2)csc1N do in these assays?
STK33 inh: 3.5; CHT PAM: inactive; CHT block: inactive

How did CCOC(=O)OC(C)OC(=O)[C@@H]1N2C(=O)[C@@H](NC(=O)[C@H](N)c3ccccc3)[C@H]2SC1(C)C (stereo not given in full) do in these assays?
STK33 inh: -0.8; CHT PAM: inactive; CHT block: inactive

What do the screens show for `Cc1ccc(-c2cn(-c3ccccc3)c(=S)[nH]2)cc1C`?
STK33 inh: 5.6; CHT PAM: inactive; CHT block: inactive

Results for O=S(=O)(c1ccccc1)N1CCN(C(=S)Nc2ccccc2)CC1 ?
STK33 inh: 0.1; CHT PAM: inactive; CHT block: inactive

What do the screens show for `CC#CCC(CC#CC)c1nc2ccccc2c(=O)n1N`?
STK33 inh: -1.8; CHT PAM: inactive; CHT block: inactive

How did CCCCNC(=O)Nc1nc(SCC(=O)OCC)n[nH]1 do in these assays?
STK33 inh: -1.8; CHT PAM: inactive; CHT block: inactive

What do the screens show for `CCOC(=O)[C@@H]1[C@H]2COc3cc(OC)ccc3[C@H]2N2C(=O)N(c3ccc(F)cc3)C(=O)[C@]12C`?
STK33 inh: 0.1; CHT PAM: inactive; CHT block: inactive

Results for Cc1nc(SCC(=O)Nc2nnc(C(C)C)s2)n[nH]1 ?
STK33 inh: -1.0; CHT PAM: inactive; CHT block: inactive

Results for CCOC(=O)C1=C(C)NC(C)=C(C(=O)OCC)C1C(=O)O ?
STK33 inh: -0.2; CHT PAM: inactive; CHT block: inactive

Results for O=C(Nc1ccccc1F)C1CCCN(S(=O)(=O)c2cccc3cccnc23)C1 (stereo not given) ?
STK33 inh: -1.4; CHT PAM: inactive; CHT block: inactive

What do the screens show for `O=C1/C(=C/c2ccc([N+](=O)[O-])cc2)Oc2cc(O)ccc21`?
STK33 inh: 0.0; CHT PAM: inactive; CHT block: inactive

How did COc1ccc(C(=O)Oc2cc(C(=S)N3CCOCC3)ccc2OC)cc1 do in these assays?
STK33 inh: 0.5; CHT PAM: inactive; CHT block: inactive

How did CCCC(=O)N1CCC(CCC(=O)NC2CC2)CC1 do in these assays?
STK33 inh: -1.4; CHT PAM: inactive; CHT block: inactive

What do the screens show for `Cc1cc(C)nc(SCC(=O)c2cc3ccccc3oc2=O)n1`?
STK33 inh: 0.3; CHT PAM: inactive; CHT block: inactive

Results for CC(C)(C)C(=O)COC(=O)c1cc(S(=O)(=O)N2CCCCC2)ccc1N1CCOCC1 ?
STK33 inh: 0.0; CHT PAM: inactive; CHT block: inactive

What do the screens show for `CC(C)[C@H]1C(=O)Nc2ccccc2N1C(=O)N[C@@H](Cc1ccccc1)C(=O)N[C@@H](Cc1ccccc1)C(=O)O`?
STK33 inh: -1.1; CHT PAM: inactive; CHT block: inactive

How did CCCNC(=O)Cn1cnc2sc(C(=O)Nc3ccc4c(c3)OCO4)c(C)c2c1=O do in these assays?
STK33 inh: 0.8; CHT PAM: inactive; CHT block: inactive

Results for FC(F)(F)c1nc(N2CCCC2)ncc1-c1nnnn1-c1ccc(Cl)cc1 ?
STK33 inh: 0.8; CHT PAM: inactive; CHT block: inactive

How did CC(C)COC(=O)N1CCCC1C(=O)O (stereo not given) do in these assays?
STK33 inh: 0.3; CHT PAM: inactive; CHT block: inactive

Results for Cc1cc(S(=O)(=O)N2CCOCC2)ccc1F ?
STK33 inh: -1.2; CHT PAM: inactive; CHT block: inactive

What do the screens show for `CN1C(=O)CC(=O)N(C)c2cc(S(=O)(=O)N(C)Cc3ccccc3)ccc21`?
STK33 inh: 0.1; CHT PAM: inactive; CHT block: inactive

What do the screens show for `CC(=O)/C(=N/Nc1ccc([N+](=O)[O-])cc1)N1CCCc2ccccc21`?
STK33 inh: 0.1; CHT PAM: inactive; CHT block: inactive

Results for O=C(O)C1CC=C(Cl)CC1C(=O)NCC1OCCc2ccccc21 (stereo not given) ?
STK33 inh: -0.7; CHT PAM: inactive; CHT block: inactive

Results for O=C(O)Cc1sc(NCc2ccco2)nc1-c1ccccc1 ?
STK33 inh: -0.8; CHT PAM: inactive; CHT block: inactive

How did COCCn1c(Sc2ccccc2)nc2c1c(=O)[nH]c(=O)n2C do in these assays?
STK33 inh: -0.8; CHT PAM: inactive; CHT block: inactive

How did O=C(CSc1nc2ncccc2[nH]1)Nc1ccc2c(c1)OCO2 do in these assays?
STK33 inh: -0.1; CHT PAM: inactive; CHT block: inactive

What do the screens show for `CCOC(=O)c1oc2ccccc2c1CN1CCN(C(=O)c2ccccc2)CC1`?
STK33 inh: -2.1; CHT PAM: inactive; CHT block: inactive

How did O=C(COc1ccc2ccc(=O)oc2c1)Nc1cc([N+](=O)[O-])ccc1F do in these assays?
STK33 inh: -1.8; CHT PAM: inactive; CHT block: inactive

Results for O=C(NCC1CCCO1)C(c1ccco1)N(Cc1ccc(F)cc1)C(=O)CN1C(=O)c2ccccc2S1(=O)=O (stereo not given) ?
STK33 inh: 0.1; CHT PAM: inactive; CHT block: inactive

How did COCCN1CCN(C(=O)c2ccc3nc(Cc4ccccc4F)oc3c2)CC1 do in these assays?
STK33 inh: -1.5; CHT PAM: inactive; CHT block: inactive

Filtered by structure, the compounds so far with a Cl atom
How did CN1C(=O)C(C)(C)c2cc(S(=O)(=O)N3CCCC(C(=O)NCc4ccccc4Cl)C3)ccc21 (stereo not given) do in these assays?
STK33 inh: -0.6; CHT PAM: inactive; CHT block: inactive

Results for FC(F)(F)c1nc(N2CCCC2)ncc1-c1nnnn1-c1ccc(Cl)cc1 ?
STK33 inh: 0.8; CHT PAM: inactive; CHT block: inactive

Results for O=C(O)C1CC=C(Cl)CC1C(=O)NCC1OCCc2ccccc21 (stereo not given) ?
STK33 inh: -0.7; CHT PAM: inactive; CHT block: inactive

The listing continues:
How did S=c1[nH]nc(-c2ccc3ccccc3n2)n1-c1ccc(Cl)cc1 do in these assays?
STK33 inh: -2.4; CHT PAM: inactive; CHT block: inactive

How did COc1ccc(-c2ncncc2-c2csc(C)n2)c(O)c1OC do in these assays?
STK33 inh: -0.1; CHT PAM: inactive; CHT block: inactive

How did CC[N+](C)(CC)CCOC(=O)C1c2ccccc2Oc2ccccc21 do in these assays?
STK33 inh: -1.6; CHT PAM: inactive; CHT block: inactive

Results for COc1ccc(NC(=O)CS(=O)CC(=O)Nc2cccc3cccnc23)cc1 (stereo not given) ?
STK33 inh: -0.8; CHT PAM: inactive; CHT block: inactive

How did N#CC1(NC(=O)CSc2nnc(-c3ccccc3F)o2)CCCCC1 do in these assays?
STK33 inh: 0.9; CHT PAM: inactive; CHT block: inactive

Results for CC(=O)Nc1cccc(-c2cc(-c3c(Cl)cccc3Cl)no2)c1 ?
STK33 inh: -0.9; CHT PAM: inactive; CHT block: inactive

What do the screens show for `O=C(NCCc1ccccc1)c1ccc(CS(=O)(=O)Cc2ccccc2F)o1`?
STK33 inh: -1.7; CHT PAM: inactive; CHT block: inactive

Results for O=C(NCCc1ccccc1)C1CCN(C2CCN(C(=O)CC3=CCCCC3)CC2)CC1 ?
STK33 inh: -1.5; CHT PAM: inactive; CHT block: inactive

How did O=C(NC(NC(=S)Nc1ccccc1Cl)C(Cl)(Cl)Cl)c1cccc(Cl)c1 (stereo not given) do in these assays?
STK33 inh: -0.3; CHT PAM: inactive; CHT block: inactive

How did COc1cc(NC(=O)c2cccc(Br)c2)nc(OC)n1 do in these assays?
STK33 inh: 0.9; CHT PAM: inactive; CHT block: inactive

What do the screens show for `COC(=O)c1cc(NC2c3ccccc3C(=O)N2Cc2ccco2)cc(C(=O)OC)c1` (stereo not given)?
STK33 inh: -0.9; CHT PAM: inactive; CHT block: inactive

How did Cc1nc(NC2CCCC2)sc1C(=O)N(C)C do in these assays?
STK33 inh: -2.0; CHT PAM: inactive; CHT block: inactive

How did COc1ccc(OC)c(NC(=O)c2cc3ccccc3cc2OC)c1 do in these assays?
STK33 inh: -1.2; CHT PAM: inactive; CHT block: inactive

Results for CC(=O)Nc1ccc(-c2csc(NC(=O)CCCc3cccs3)n2)cc1 ?
STK33 inh: 9.9; CHT PAM: inactive; CHT block: inactive

Results for c1ccc(COc2ccc(CNCc3cccnc3)cc2)cc1 ?
STK33 inh: -1.2; CHT PAM: inactive; CHT block: inactive

In the list so far, these have a furan ring, fused or not.
Results for O=C(O)Cc1sc(NCc2ccco2)nc1-c1ccccc1 ?
STK33 inh: -0.8; CHT PAM: inactive; CHT block: inactive

What do the screens show for `CCOC(=O)c1oc2ccccc2c1CN1CCN(C(=O)c2ccccc2)CC1`?
STK33 inh: -2.1; CHT PAM: inactive; CHT block: inactive

Results for O=C(NCC1CCCO1)C(c1ccco1)N(Cc1ccc(F)cc1)C(=O)CN1C(=O)c2ccccc2S1(=O)=O (stereo not given) ?
STK33 inh: 0.1; CHT PAM: inactive; CHT block: inactive

What do the screens show for `O=C(NCCc1ccccc1)c1ccc(CS(=O)(=O)Cc2ccccc2F)o1`?
STK33 inh: -1.7; CHT PAM: inactive; CHT block: inactive

What do the screens show for `COC(=O)c1cc(NC2c3ccccc3C(=O)N2Cc2ccco2)cc(C(=O)OC)c1` (stereo not given)?
STK33 inh: -0.9; CHT PAM: inactive; CHT block: inactive

(continued)
How did CCCC(=O)NC(=S)Nc1ccccc1C(F)(F)F do in these assays?
STK33 inh: -1.9; CHT PAM: inactive; CHT block: inactive

How did C[C@@]12C(=O)Nc3ccccc3C(=O)N1[C@H]1c3cc(Br)ccc3OC[C@@H]1[C@@H]2c1ccccc1 do in these assays?
STK33 inh: -0.4; CHT PAM: inactive; CHT block: inactive

Results for COc1ccccc1NC(=S)NC(=O)C(C)(C)C ?
STK33 inh: -0.9; CHT PAM: inactive; CHT block: inactive

How did Cc1cc2nc(C3CCN(Cc4nnnn4Cc4cccs4)CC3)[nH]c2cc1C do in these assays?
STK33 inh: -0.3; CHT PAM: inactive; CHT block: inactive

What do the screens show for `Cc1ccc(C2=Nc3cccnc3C(c3ccccc3)=NN2)cc1`?
STK33 inh: -0.5; CHT PAM: inactive; CHT block: inactive

How did N#CC1=C(N)C(C#N)(C#N)[C@H](c2cccnc2)[C@H]2CN(C(=O)OCc3ccccc3)CC=C12 do in these assays?
STK33 inh: 1.7; CHT PAM: inactive; CHT block: inactive

How did Cc1cc(-c2nn(-c3ccccc3F)cc2CN2CCC(C(N)=O)CC2)c(C)s1 do in these assays?
STK33 inh: -0.4; CHT PAM: inactive; CHT block: inactive

Results for CCN(C(=O)CSc1nnc(C)n1Cc1ccccc1)C1CCS(=O)(=O)C1 (stereo not given) ?
STK33 inh: -1.2; CHT PAM: inactive; CHT block: inactive
